Screening data: PubChem, The Scripps Research Institute Molecular Screening Center
IDE act: activators of human insulin-degrading enzyme in cells. P14735. HEK cells, FAbeta-B cleavage, fluorescence polarization; 0% vehicle, 100% cell-free pure enzyme wells. activation, % at 5.96 µM. actives 0.073% (n = 340,000). AID 493087;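 active means activation above the mean of all tested compounds plus 3 SD, set per screening campaign, cut at about 17% in these data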
Target sequence (P14735 whole entry, looked up): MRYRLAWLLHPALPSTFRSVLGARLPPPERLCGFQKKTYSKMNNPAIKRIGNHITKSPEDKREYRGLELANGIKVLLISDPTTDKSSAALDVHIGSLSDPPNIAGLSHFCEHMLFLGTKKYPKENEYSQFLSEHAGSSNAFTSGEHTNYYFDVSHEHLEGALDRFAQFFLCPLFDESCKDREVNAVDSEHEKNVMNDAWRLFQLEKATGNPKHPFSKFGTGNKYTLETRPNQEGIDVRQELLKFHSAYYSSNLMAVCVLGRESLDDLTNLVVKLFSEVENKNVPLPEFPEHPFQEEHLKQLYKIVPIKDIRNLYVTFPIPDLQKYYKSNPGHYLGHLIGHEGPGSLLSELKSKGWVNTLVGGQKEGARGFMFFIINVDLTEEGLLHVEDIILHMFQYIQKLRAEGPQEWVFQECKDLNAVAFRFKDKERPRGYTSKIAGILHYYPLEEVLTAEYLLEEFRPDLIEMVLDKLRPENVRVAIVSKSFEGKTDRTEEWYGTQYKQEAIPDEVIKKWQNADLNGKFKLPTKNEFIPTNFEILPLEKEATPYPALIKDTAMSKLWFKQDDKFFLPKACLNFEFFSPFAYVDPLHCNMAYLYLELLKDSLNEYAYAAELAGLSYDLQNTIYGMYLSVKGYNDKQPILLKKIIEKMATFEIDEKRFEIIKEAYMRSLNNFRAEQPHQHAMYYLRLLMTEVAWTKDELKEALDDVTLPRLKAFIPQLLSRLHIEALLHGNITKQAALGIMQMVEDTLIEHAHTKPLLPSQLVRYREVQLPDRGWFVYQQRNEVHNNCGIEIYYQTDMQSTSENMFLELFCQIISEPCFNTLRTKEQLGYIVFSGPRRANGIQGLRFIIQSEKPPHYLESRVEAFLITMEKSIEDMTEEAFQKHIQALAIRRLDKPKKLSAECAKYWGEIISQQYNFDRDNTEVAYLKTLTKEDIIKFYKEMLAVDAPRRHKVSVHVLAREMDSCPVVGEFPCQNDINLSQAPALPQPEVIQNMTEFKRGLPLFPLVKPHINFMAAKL
* hit, by the source's call.

Molecule | IDE act
CCOC(=O)c1c(C)[nH]c(C)c1C(=O)COC(=O)COc1ccc(Cl)c(C)c1 | 4
O=c1c2ccccc2c(=O)n(-c2ccccc2)n1-c1ccccc1 | 1
CC1CCCC(=NNc2ccc3ccccc3n2)C1 (stereo unspecified) | 6
COc1ccc(-c2ccc3c(c2)C2CC3CCN2CCC#N)cc1 (stereo unspecified) | -8
Cc1cc(=O)c(C(=O)O)c(C)n1-c1ccccc1 | 4
CCc1cccc(-n2c(SCC(=O)c3c(N)n(C4CC4)c(=O)[nH]c3=O)nnc2N2CCOCC2)c1 | -4
Cc1ccccc1Nc1nc(N)nc(COC(=O)[C@@H](NC(=O)c2ccco2)C(C)C)n1 | 0
O=Cc1cc(OCc2ccccc2)ccc1[B-](F)(F)F | 1
CC12CCCCC1=CC(=O)CC2 (stereo unspecified) | 3
CCC1CCCCN1S(=O)(=O)c1ccc(NC(=O)C2CC(=O)N(C(C)(C)C)C2)cc1 (stereo unspecified) | 0
CC1(C)C(=O)CCC2(C)C1=CCC1C2C(=O)CC2(C)C1CCC2(O)C(=O)CO (stereo unspecified) | 2
Cc1ccc(NC(=O)CNc2ccccc2N2CCCC2=O)cc1S(=O)(=O)N1CCOCC1 | 5
COC(=O)C(CCC(C(=O)OC)N1C(=O)c2ccccc2C1=O)N1C(=O)c2ccccc2C1=O (stereo unspecified) | 1
CCOc1ccc(S(=O)(=O)N2CCCCC2)cc1NC(=O)CCNC(=O)c1ccco1 | 2
Cc1ccc(NCCCn2cnc(C(=O)Nc3ccc(C)c(C)c3)n2)cc1C | -1
CCOc1ccc(NC(=O)c2cccc(S(=O)(=O)Nc3c(C)n(C)n(-c4ccccc4)c3=O)c2)cc1 | 1
CSc1ncnc2c1ncn2CC(=O)C1CCC2C3CCC4=CC(=O)CCC4(C)C3CCC12C (stereo unspecified) | -17
Cc1ccc(NC(=O)c2ccc(S(=O)(=O)N3CC(C)CC(C)C3)cc2)cc1S(=O)(=O)N1CCOCC1 (stereo unspecified) | 0
Cc1ccc(NC(=O)CN(C)C(=O)c2cccc(-n3cccc3)c2)cc1 | 3
COCCN(C(=O)c1cc(-c2ccc(F)cc2)nc2ccccc12)c1c(N)n(CC(C)C)c(=O)[nH]c1=O | 2

The list continues:
Molecule | IDE act
CC12CCC(C(=O)CC1=O)C2(C)C (stereo unspecified) | -3
CC(=NNC(=O)C(C)SC(C)C(=O)NN=C(C)c1cccnc1)c1cccnc1 (stereo unspecified) | 4
O=C(c1ccccc1)c1ccc(C(=O)O)c(C(=O)O)c1 | 0
CCOC(=O)c1c(NC(=O)COC(=O)CCNS(=O)(=O)c2ccccc2)sc(C(=O)NC)c1C | 0
COc1ccccc1N(C)S(=O)(=O)c1ccc(C(=O)N(C)Cc2ccc(OC(F)F)cc2)cc1 | 4
O=C(Cc1cccc(NC(=O)C2CCCN(C(=O)C3CCCCC3)C2)c1)Nc1ccc(C(=O)N2CCOCC2)cc1 (stereo unspecified) | 2
CCN(CC)c1ccc(S(=O)(=O)N2CCCCC2)cc1NC(=O)CSCc1c(C)noc1C | 2
CC1(NCc2ccc(Cl)cc2)COP(=O)(NCc2ccccc2)OC1 (stereo unspecified) | 2
COc1ccc(NS(=O)(=O)c2cc(NS(=O)(=O)c3cccs3)ccc2C)cc1 | 6
Cc1nnc2c3ccccc3ccn12 | 5
Cn1c(O)c(C=NCCCCCC(=O)O)c(=O)n(C)c1=O | 6
CCN(CC(=O)N1CCC(C(N)=O)CC1)S(=O)(=O)c1cc(Cl)ccc1Cl | 2
N#Cc1ccc(C=NN2CCCCCC2)cc1 | 3
O=C(CCN1CCCCC1)c1cccc(Cl)c1 | 0
CCCCCC1=C(C(=O)OC)C(C(=O)OCC)N(S(=O)(=O)C(F)(F)F)c2ccccc21 (stereo unspecified) | 4
COC1=C(Br)C(=O)c2ncccc2C1=O | 0
Cc1ccc(S(=O)(=O)NCC(=O)OCC(=O)c2ccc(S(=O)(=O)N3CCCCC3)cc2)cc1C | 2
C[C@]12c3[nH]c4cc(-c5ccco5)ccc4c3CCN1C(=O)[C@@H](CC(=O)NCc1cccc(C(F)(F)F)c1)C[C@@H]2C(=O)N1CCOCC1 | 5
Cc1cc2nc(-c3ccccc3O)[nH]c2cc1C | -4
CC1=NN(C(=O)c2ccncc2)C(=O)C1N=Nc1ccc2ccccc2c1 (stereo unspecified) | -3

A different layout for part of the listing above.
IDE act | Molecule
2 | Cc1ccc(S(=O)(=O)NCC(=O)OCC(=O)c2ccc(S(=O)(=O)N3CCCCC3)cc2)cc1C
5 | C[C@]12c3[nH]c4cc(-c5ccco5)ccc4c3CCN1C(=O)[C@@H](CC(=O)NCc1cccc(C(F)(F)F)c1)C[C@@H]2C(=O)N1CCOCC1
-4 | Cc1cc2nc(-c3ccccc3O)[nH]c2cc1C

Some of these compounds in order of their number in IDE act, lowest first:
Molecule | IDE act
O=C(c1ccccc1)c1ccc(C(=O)O)c(C(=O)O)c1 | 0
CC(=NNC(=O)C(C)SC(C)C(=O)NN=C(C)c1cccnc1)c1cccnc1 (stereo unspecified) | 4
Cn1c(O)c(C=NCCCCCC(=O)O)c(=O)n(C)c1=O | 6

(more compounds)
Molecule | IDE act
COc1ccc(CNC(=O)CCNC(=O)c2ccc(C(C)(C)C)cc2)cc1OC | 7
O=C1CCN(Cc2ccccc2)C(=S)N1 | 4
COC(=O)C1(C)COP(=O)(NC23CC4CC(CC(C4)C2)C3)OC1 (stereo unspecified) | 4
CCCC(O)(c1ccccc1)C(c1ccccc1)c1ccccn1 (stereo unspecified) | 5
Cc1ccc(S(=O)(=O)N2CCOCC2)cc1C(=O)N1CCN(c2ncccn2)CC1 | 3
CN[C@H](C)C(=O)NC[C@H]1O[C@@H](n2cnc3c(N)ncnc32)[C@H](O)[C@@H]1O | 5
COC1C=CC=C(C)C(=O)NC2=CC(=O)C(N)=C(CC(C)CC(OC)C(O)C(C)C=C(C)C1OC(N)=O)C2=O (stereo unspecified) | 3
COCCN(C(=O)c1ccc2c(c1)S(=O)(=O)N=C1CCCCCN12)c1c(N)n(CC(C)C)c(=O)[nH]c1=O | 1
COc1cc(NC(C)CCCNC(C)C)c2ncccc2c1OC (stereo unspecified) | 3
CC12CCC3c4ccc(O)cc4CCC3C1CC(=NO)C2O (stereo unspecified) | 5
CN(C)c1cc2c3ccccc3n(C)c2cc1N | 0
CC(C)C[C@@H](CN)NC(=O)c1nc[nH]c1C(=O)N[C@@H](Cc1ccccc1)C(=O)CNC[C@H](C)NC(=O)c1nc[nH]c1C(=O)N[C@@H](CC(C)C)C(=O)O | 1
COc1ccc(S(=O)(=O)N2CCOCC2)cc1NC(=O)Cc1coc2cc(C)ccc12 | 0
COc1ccc2ncccc2c1Cc1c(OC)ccc2ncccc12 | -3
CCC1(O)C(=O)OCc2c1cc1n(c2=O)Cc2cc3c(N)cccc3nc2-1 (stereo unspecified) | 0
COc1ccc(-c2ccc3c(c2)[C@@H]2C[C@H](N(C)C(=O)C(C)(C)C)[C@H]([C@H](C)O)C(=O)N2CC3)cc1 | 0
Nc1nc(Cl)c2ncn(C3OC(CO)C(O)C3O)c2n1 (stereo unspecified) | -1
COc1ccc(S(=O)(=O)N(C)CC(=O)NCCCN2CCOCC2)cc1C | 7
O=C(O)c1cc(N2C(=O)C=CC2=O)cc(N2C(=O)C=CC2=O)c1 | -20
O=C(Cn1cnc2c(NCc3ccccc3)ncnc21)NCc1nc2ccccc2[nH]1 | 2

Following part:
Molecule | IDE act
CCN(CC(=O)Nc1c(F)cccc1F)C(=O)CCNC(=O)c1ccco1 | 0
CC(C)C(=O)N[C@@H]1c2ccccc2CC[C@@H]1O | 5
Cc1ccc(C)c(N2CCN(C(=O)CCc3nc(-c4cccc(F)c4)no3)CC2)c1 | 2
COC(=O)C1C2CCCCC1C(=O)O2 (stereo unspecified) | -5
COCCn1c(=O)[nH]c2cc(C(=O)N3CCN(Cc4ccc5c(c4)OCO5)CC3)ccc2c1=O | 0
CN(Cc1ccccc1)C(=O)c1cccc(NC(=O)Cc2ccc(NC(=O)C3CCCN(C(=O)c4ccccc4)C3)cc2)c1 (stereo unspecified) | 3
C#CCN1C=CC(=O)[C@@H](OC(=O)Nc2ccc(Cl)cc2)[C@H]1c1ccccc1Br | 1
COCC(=O)N(C)[C@H]1C[C@H]2c3cc(-c4ccccc4)ccc3CCN2C(=O)[C@H]1[C@H](C)O | 0
O=C1[C@@H](Oc2ccccc2)[C@@H](c2cnc3ccccc3c2)N1c1ccccc1 | -6
O=[N+]([O-])c1ccc(Cl)cc1C=NNc1ccccn1 | -4
CC(C)CNS(=O)(=O)c1ccc(Br)cc1N1CCC[C@@H]1CO | 0
CCN(C(=O)CSc1nnc(COc2ccccc2F)n1N)c1c(N)n(Cc2ccccc2)c(=O)[nH]c1=O | 4
COc1ccc(Cl)cc1NS(=O)(=O)c1cccc(C(=O)NC2CCN(Cc3ccccc3)CC2)c1 | 3
CC(O)(Cc1ccccn1)Cc1ccccn1 | 2
O=C(NCC1COc2ccccc2O1)c1cc(S(=O)(=O)N2CCOCC2)c(Cl)cc1Cl (stereo unspecified) | 4
Cc1ccc(C(=O)Nc2nc(-c3ccco3)c(-c3ccco3)s2)o1 | 3
CCOC(=O)c1c(C)[nH]c(C(=O)COC(=O)c2c(CC)noc2C)c1C | -16
CN(C)C(CNC(=O)c1cccc(S(=O)(=O)N2CCN(c3ccc(F)cc3)CC2)c1)c1ccccc1 (stereo unspecified) | 3
COc1ccc(CN(CC(O)COCc2ccccc2)S(=O)(=O)c2ccccc2Br)cc1OC (stereo unspecified) | 2
CCN1C(=O)CC2CCCC1C2 (stereo unspecified) | 5

Next part.
Molecule | IDE act
O=C(Nc1cccc(S(=O)(=O)NC2=NCCCCC2)c1)c1ccc(Cl)cc1 | 0
O=C1C2CCCCN2C(=O)N1CCN1CCN(c2ccc(F)cc2)CC1 (stereo unspecified) | 0
O=C1NC(=O)C2(CCCCC2C2CCCCC2)N1 (stereo unspecified) | 2
CC(C)N(C(=O)[C@H]1C[C@H](CC(=O)NCc2cccc(C(F)(F)F)c2)C(=O)N2CCc3c([nH]c4cc(CCC(=O)N(C)C)ccc34)[C@]12C)C(C)C | 5
O=C(COC(=O)/C=C/c1ccccc1[N+](=O)[O-])NC(=O)NC1CCCC1 | 6
O=C(NCc1ccco1)Nc1cccc2ccccc12 | 4
CC(=O)C(C(c1ccccc1)N1CCCc2ccccc21)N1CCOCC1 (stereo unspecified) | 3
O=C(Cc1ccccc1[N+](=O)[O-])NCC(=O)c1ccc2c(c1)OCO2 | 2
CCN(C(=O)CN1CCCc2cc(C)ccc21)c1c(N)n(Cc2ccccc2)c(=O)[nH]c1=O | 0
O=C(COC(=O)/C=C/c1ccc(C(F)(F)F)cc1)Nc1ccc2[nH]c(=O)[nH]c2c1 | -1
CCCCN(C(=O)Cc1ccc(S(=O)(=O)N2CCOCC2)s1)c1c(N)n(CC(C)C)c(=O)[nH]c1=O | 6
O=C(Cc1ccc(NC(=O)C2CCCN(C(=O)CCc3ccccc3)C2)cc1)Nc1ccc(C(=O)N2CCOCC2)cc1 (stereo unspecified) | -1
O=C(Cn1cc(COc2ccc(Br)cc2[N+](=O)[O-])nn1)c1ccc(O)cc1 | 3
CC(C)Cn1cnc2c(SCc3ccccn3)nc(N)nc21 | 1
O=Nc1c(O)ccc2cc(S(=O)(=O)O)ccc12 | 2
O=C(C[C@H]1C[C@H](C(=O)N2CCOCC2)[C@@]2(CCC3CCCC3)c3[nH]c4ccc(Cl)cc4c3CCN2C1=O)NCC12CC3CC(CC(C3)C1)C2 | 4
O=C(O)CNC(=O)C1(NC(=O)OCc2ccccc2)CCCC1 | 1
COc1ccccc1C=NN=Cc1ccccc1O | 0
CCN(CC)c1ccc2cc(-c3nc(-c4cc5ccccc5oc4=O)cs3)c(=O)oc2c1 | -68
c1c[nH]c(CN2CCN(Cc3ncc[nH]3)CC2)n1 | 0

Later entries:
Molecule | IDE act
CN(CC(=O)Nc1cccc(S(=O)(=O)N2CCCC2)c1)CC(=O)Nc1ccc(F)c(F)c1F | 2
O=c1cc(-c2cccc(F)c2)oc2ccccc12 | 0
COC(=O)c1sc(S(=O)(=O)Nc2c(C)nn(C)c2C)c(C(=O)OC)c1C | 1
O=C(O)Cc1cccc(=O)c(O)c1C(=O)O | 4
O=C(NC1CCN(Cc2ccccc2)CC1)c1ccccc1NS(=O)(=O)c1ccc(F)c(F)c1 | -1
CC[C@]12c3[nH]c4ccc(Cl)cc4c3CCN1C(=O)[C@@H](CC(=O)NCc1cccc(C(F)(F)F)c1)C[C@@H]2C(=O)N1CCN(C(=O)c2ccco2)CC1 | -1
Cc1ccccc1NC(=O)COC(=O)COc1ccc2c(c1)CCC2 | 1
O=[N+]([O-])c1ccc(NN=Cc2cccc3ccccc23)nc1 | 3
COc1cccc(C=NNC(=O)C(C)SC(C)C(=O)NN=Cc2cccc(OC)c2)c1 (stereo unspecified) | 6
CC1(C)CC(NC(=O)C2CCN(S(=O)(=O)c3ccc(Cl)c(C(F)(F)F)c3)CC2)CC(C)(C)N1 | 1
CCCCCCCCNCCS(=O)(=O)NC1CCCCC1 | 1
CCCCN(C(=O)c1ccc(N2C(=O)c3ccccc3C2=O)cc1)c1c(N)n(CC(C)C)c(=O)[nH]c1=O | 3
Cc1ccc(S(=O)(=O)OCC(=O)Nc2ccc(C(=O)O)c(O)c2)cc1 | 2

A different layout for 4 compounds above.
> COc1ccc(S(=O)(=O)N2CCOCC2)cc1NC(=O)Cc1coc2cc(C)ccc12
  IDE act: 0

> COc1ccc2ncccc2c1Cc1c(OC)ccc2ncccc12
  IDE act: -3

> CCC1(O)C(=O)OCc2c1cc1n(c2=O)Cc2cc3c(N)cccc3nc2-1 (stereo unspecified)
  IDE act: 0

> COc1ccc(-c2ccc3c(c2)[C@@H]2C[C@H](N(C)C(=O)C(C)(C)C)[C@H]([C@H](C)O)C(=O)N2CC3)cc1
  IDE act: 0

The list is partial. The share of hits here may be higher or lower than overall.
